# PfGluPho inh = PfG6PD (Plasmodium falciparum) enzyme inhibition; PfGluPho enzyme, NADPH resazurin-diaphorase fluorescence; inhibition, % at 20 µM; 350,000 tested, 0.78% active; AID 504690;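 active = inhibition reaching at least a set limit at 20 µM in the primary screen, cut at about 59% in these data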;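 also: 0% = DMSO wells with substrate and 100% = DMSO wells lacking glucose-6-phosphate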
# SENP6 inh = SENP6 protease inhibition; inhibition, % at 10 µM; Q9GZR1; 330,000 tested, 1.8% active; Recombinant SENP6 catalytic domain, aminoluciferin luminescence;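 active = inhibition above about 50% at the single tested dose, limit read from the data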;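 also: plate controls were DMSO wells with enzyme for no effect and DMSO wells lacking enzyme for full effect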
# Target sequence (Q9GZR1 628-1112 limits assumed): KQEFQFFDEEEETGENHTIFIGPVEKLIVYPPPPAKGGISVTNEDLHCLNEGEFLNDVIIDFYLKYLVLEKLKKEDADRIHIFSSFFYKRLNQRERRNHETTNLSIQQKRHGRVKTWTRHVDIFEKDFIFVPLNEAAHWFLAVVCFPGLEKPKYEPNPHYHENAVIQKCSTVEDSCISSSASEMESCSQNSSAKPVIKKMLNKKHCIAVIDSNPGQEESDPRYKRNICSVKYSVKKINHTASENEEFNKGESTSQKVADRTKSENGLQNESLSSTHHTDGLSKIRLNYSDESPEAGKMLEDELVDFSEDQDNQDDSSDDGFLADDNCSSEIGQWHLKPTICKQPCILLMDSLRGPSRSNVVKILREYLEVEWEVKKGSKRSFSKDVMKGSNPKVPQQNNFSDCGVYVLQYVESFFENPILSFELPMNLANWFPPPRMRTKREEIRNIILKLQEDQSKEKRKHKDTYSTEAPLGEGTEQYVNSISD
# NR3A LBD binder = modulates the human NR3A ligand-binding domain | NR3A LBD differential scanning fluorimetry, Tm shift; 0% = protein alone, 100% = glycine-bound protein | Tm shift relative to glycine control, % at 25 µM | 340,000 tested, 2.5% active | AID 1259313;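 active = melting temperature shift of at least 10% of the positive control shift, at one fixed dose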
# MPTP block = inhibitors of mitochondrial permeability transition pore | isolated mouse mitochondria, Ca2+ swelling absorbance, 30 min | inhibition, % at 10 µM | 360,000 tested, 1.4% active | AID 602449;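 active = inhibition of 50% or more, scaled per plate between neutral and stimulator controls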;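 also: 0% = DMSO wells given calcium and 100% = 1 mM EGTA wells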
# SENP1 inh = SENP1 (human) catalytic domain inhibition; inhibition, % at 10 µM; Q9P0U3; 360,000 tested, 0.21% active; recombinant SENP1 catalytic domain, CyPet-SUMO1-YPet FRET cleavage;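 active = inhibition at least 30% at 10 µM, raw YFP signal under a set limit, fluorescence ratio 0.5 to 1.5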;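 also: 0% = enzyme with DMSO and 100% = no enzyme wells; some results filed as inactive read as strong as hits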
#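 Compound: 10 µM single point, 0.5% DMSO; Test system: hSENP1 catalytic domain, recombinant; Timing: 50 min reaction at room temperature; Technique: FRET, CFP and YFP emission; Control set: no-enzyme wells low, DMSO-plus-enzyme wells high control.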
# ATG4B inhibitor = inhibitors of human ATG4B cysteine protease. Q9Y4P1. ATG4B cleavage of LC3-PLA2, NBD-HPC fluorescence, 1 h. inhibition, % at 8.33 µM. 340,000 tested, 0.51% active. AID 504462; in the data active = inhibition above about 40%
# SENP8 inh = blocks human SENP8 cleavage of Nedd8 substrate | AID 602440 | Q96LD8 | inhibition, % at 20 µM | 360,000 tested, 0.64% active | recombinant SENP8, Nedd8 substrate fluorescence; in the data active = inhibition mostly above about 40%, no sharp cut-off; inactive = mostly below about 27%
# hIAP activ = human IAP activation | P09923 | purified human IAP, CDP-Star luminescence, 30 min; hits give high values; 1 = vehicle-only enzyme, 0 = enzyme-free background | activation factor at 10 µM | 330,000 tested, 0.16% active;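 active = activation factor of the enzyme at least 2-fold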; also: the source names both 10 and 20 µM as test concentration; values of inactives mirror those of a sister screen read the other way
# Target sequence (P09923 whole entry, looked up): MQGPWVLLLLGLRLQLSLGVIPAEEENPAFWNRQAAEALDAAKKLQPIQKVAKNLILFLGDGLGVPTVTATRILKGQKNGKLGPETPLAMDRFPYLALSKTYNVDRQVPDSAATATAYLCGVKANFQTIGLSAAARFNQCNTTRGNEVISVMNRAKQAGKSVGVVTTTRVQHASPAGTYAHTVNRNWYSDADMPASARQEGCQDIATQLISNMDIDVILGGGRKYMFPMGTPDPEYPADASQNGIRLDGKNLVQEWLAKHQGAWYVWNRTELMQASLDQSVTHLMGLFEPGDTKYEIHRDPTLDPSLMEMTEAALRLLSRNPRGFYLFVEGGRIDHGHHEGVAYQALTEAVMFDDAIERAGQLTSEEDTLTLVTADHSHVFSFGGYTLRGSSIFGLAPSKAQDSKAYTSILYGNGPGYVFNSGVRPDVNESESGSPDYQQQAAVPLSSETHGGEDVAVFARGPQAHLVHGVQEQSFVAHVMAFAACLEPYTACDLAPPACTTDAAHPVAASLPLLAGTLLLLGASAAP
# The depositor's hits bear a star; x = no result given. This is a random part of the collection; about 6.7% have a hit in one of these screens.
SMILES,PfGluPho inh,SENP6 inh,NR3A LBD binder,MPTP block,SENP1 inh,ATG4B inhibitor,SENP8 inh,hIAP activ
O=C(C1CC1)N1CCC(c2nc(-c3ccc(S(=O)(=O)N4CCCC4)cc3)no2)CC1,-1,10,7,-0.2,4,3,14,0.87
CCc1ccccc1NC(=S)/N=C(\N)Nc1nc(C)c2cc(C)ccc2n1,4,-5,7,0.5,-3,80*,-20,0.82
CC(CCN1CCN=C1Nc1ccccc1)c1ccccc1 (configuration not stated),4,-5,0,0.8,1,6,8,1.1
Cc1cccc(OCCN2C(=O)c3ccccc3C2=O)c1,-6,-2,-1,1.3,0,4,17,1.1
O=C1Nc2ccc(S(=O)(=O)NCCC3=CCCCC3)c3cccc1c23,20,-1,1,5.0,-51,-16,-418,1.2
Clc1ccc(Sc2ccc(/C=N/n3cnnc3)o2)cc1,14,-28,-1,0.0,1,4,-41,1.2
COC(C(=O)N/N=C(\C)c1ccc(O)cc1)c1ccccc1 (configuration not stated),10,15,0,0.8,1,-4,5,1.2
O=C(CCC(=O)Nc1cccc(Cl)c1)N/N=C/c1cc([N+](=O)[O-])ccc1O,-15,21,3,1.1,-3,-13,16,1.3
C/C(N)=C(/C#N)C(=O)CN1CCCCC1,-14,-1,-1,30,-4,-4,-50,1.1
NC(=O)c1ccsc1NC(=O)CSc1nnc(Nc2ccccc2)s1,9,-23,-1,-0.3,-4,-12,-16,0.93
CCCCCCCN1C/C=C\C(c2ccc(OC)cc2)N(Cc2ccc(F)cc2)C(=O)[C@H]1Cc1ccccc1 (some centres not stated),10,-3,0,1.1,-2,4,18,0.86
COc1ccc(NC(=O)CCc2c(C)nn(-c3ccc(N4CCOCC4)nn3)c2C)cc1,-6,-2,0,-0.6,0,2,5,1.3
COc1cc(/C=N/n2nnnc2N)cc(OC)c1OC,1,1,2,1.3,1,-3,-214,0.9
CC(C)(C)c1ccc(C(=O)NC(=S)NNC(=O)COc2ccccc2)cc1,-5,5,-4,16,1,-9,-7,1.8
Cc1ccc(NC(=O)c2ccccc2-c2ccccc2C(=O)O)cc1,-5,0,0,-0.4,0,24,11,0.93
Cc1sc2ncnc(N3CCN(S(=O)(=O)c4ccccc4)CC3)c2c1C,-5,-21,-1,94*,-1,3,4,1
CCC12C(=O)C(CC)(C(c3ccccc3)=C1c1ccccc1)[C@@H]1C(=O)N(c3ccc(C)cc3)C(=O)C12 (some centres not stated),8,-11,-11,2.5,-1,-2,9,0.93
CCOC(=O)c1cc(NC(=O)N2CCOCC2)c(C)nc1C,-13,-3,0,4.8,1,10,3,1
Cc1ccc(-c2cc(C(=O)N3CCOCC3)c3ccccc3n2)o1,5,7,0,-0.4,-43,2,-464,1
CC1(C)Cc2c(sc3nn[nH]c(=O)c23)CO1,7,0,2,-0.9,-3,-11,22,0.93
CCN(C(=O)c1ccc(NC(C)=O)cc1)c1ccccc1C,-18,-17,0,-8.6,1,-17,2,1.1
COc1ccc(CCNC(=O)CSc2nnc(C(C)N(C)C)n2Cc2ccccc2)cc1OC (configuration not stated),7,-6,1,0.0,1,-4,12,0.94
C=CCNC(=O)c1ccccc1NS(=O)(=O)c1ccc(OC)c(C(=O)N2CCOCC2)c1,-2,-55,1,-0.1,0,-1,-10,1
CC(c1ccco1)N(C(=O)c1cccs1)c1ccccn1 (configuration not stated),-12,3,-1,-1.0,30*,-10,20,1
O=S(=O)(NCc1csc(-c2cccnc2)n1)c1cccs1,16,2,-1,0.6,-10,-17,-3,0.84
Cc1ccc(CNC(=O)C(=O)Nc2nccs2)cc1,-3,-8,-1,-0.3,0,-3,12,0.85
COCCCNC(=O)CCc1nnc2ccc(N3CCC(C)CC3)nn12,-1,-2,1,-0.7,-1,-6,15,0.96
Cc1ccc(NC(=S)N(CCN(C)C)Cc2cc3cccc(C)c3[nH]c2=O)cc1,11,-2,-8,-2.0,5,-2,20,0.86
CC1(c2nnc(-c3cccc(Cl)c3)o2)CC(c2ccc(C#N)cc2)=NO1 (configuration not stated),-4,1,3,0.7,2,-3,2,0.91
O=C(OCC(=O)N1CCC(Cc2ccccc2)CC1)c1ccccc1F,-20,40,0,0.3,2,12,1,0.97
COc1ccc(Oc2c(C)oc3c(CN(C)C)c(O)ccc3c2=O)cc1,6,-1,-1,-2.3,1,-5,-278,0.9
CCOC(=O)Cn1cc(C=O)c2ccccc21,-1,-14,-1,1.6,3,2,21,1.1
NC(=S)N/N=C/c1ccc(/C=N/NC(N)=S)cc1,-7,8,9,1.9,-67,10,-99,0.92
CC1(C)C(=O)OC(c2cccs2)C(C)(C)C1=O (configuration not stated),8,-4,3,12,2,-6,14,1.1
COc1ccc(NC(=O)c2ccccc2C)cc1,-6,34,5,-1.1,-1,2,12,1.1
COc1ccc(C2CC(C(F)(F)F)n3ncc(C(=O)NCc4cccnc4)c3N2)cc1OC (configuration not stated),-2,7,-1,-0.5,-7,-17,7,0.83
C=CCOC(=O)CCP(=O)(CCC(=O)OCC=C)c1ccccc1,-1,-10,0,-3.2,0,-6,12,0.86
COc1ccc(Cc2nc(-c3cccs3)no2)cc1OC,4,-7,2,-1.8,-1,-9,-1,1.1
CN(C)S(=O)(=O)c1ccc(C(=O)NCCc2ccco2)cc1,-8,-4,-1,0.2,1,1,8,1.1
Cc1ccc(CNC(=O)C2CCCN(S(=O)(=O)N3CC(C)CC(C)C3)C2)cc1 (configuration not stated),-4,-12,-2,-0.2,-1,-4,-4,0.92

# Brought forward from above: two compounds, followed by the next part.
SMILES,PfGluPho inh,SENP6 inh,NR3A LBD binder,MPTP block,SENP1 inh,ATG4B inhibitor,SENP8 inh,hIAP activ
CN(C)S(=O)(=O)c1ccc(C(=O)NCCc2ccco2)cc1,-8,-4,-1,0.2,1,1,8,1.1
Cc1ccc(CNC(=O)C2CCCN(S(=O)(=O)N3CC(C)CC(C)C3)C2)cc1 (configuration not stated),-4,-12,-2,-0.2,-1,-4,-4,0.92
Cc1ccc(NC(=O)c2cc([N+](=O)[O-])ccc2Cl)c(O)c1,-5,-4,-3,-1.0,1,9,5,0.97
CC(NC(=O)C(C)(C)C)c1nc2ccccc2n1C (configuration not stated),-2,1,0,1.4,0,-3,17,0.99
CCN(c1ccc(N=Cc2c(O)n(Cc3ccc(OC)cc3)c(=O)c3ccccc23)cc1)C(C)C,7,x,2,4.2,-37,-9,30,x
CCCCN(C(=O)c1cc(-c2ccncc2)nc2ccccc12)c1c(N)n(CC(C)C)c(=O)[nH]c1=O,-1,-7,-4,-0.7,-24,4,-60,1.2
CCc1ccc(C2=NN(CCC(=O)NC(C)CCc3ccccc3)C(=O)CC2)cc1 (configuration not stated),2,15,0,1.6,1,-6,15,1.1
COc1ccc(CN2C(=O)NC3(CCCCC3)C2=O)cc1F,-23,3,-3,-0.5,2,-1,3,0.82
C[C@@H]1CN([C@H](C)CO)C(=O)CCCn2nncc2CO[C@H]1CN(C)C(=O)Nc1ccc2c(c1)OCO2,3,x,x,-0.5,2,x,25,x
O=C(/C=C/c1ccco1)Nc1nc(-c2ccc(F)c(F)c2)cs1,19,-4,3,x,x,4,x,0.85
Cc1cccc(C(=O)NCC(=O)Nc2ccc(S(=O)(=O)Nc3nc(C)cc(C)n3)cc2)c1,-3,-1,-4,-0.7,0,-2,4,1
C=C(C)COc1ccc(-c2n[nH]c(C)c2-c2ccc(OC)c(OC)c2)c(O)c1,-4,1,-3,4.7,-1,-8,-102,1.5
O=C(Nc1ccc(Oc2cccnc2)cc1)C1CCN(Cc2cc(Cl)ccc2O)CC1,0,-7,88*,1.4,1,-2,13,1.5
COC(=O)C(O)(CC(=O)Nc1ccc(Cl)cc1F)C(F)(F)F (configuration not stated),-7,0,2,0.9,1,-5,17,1.1
COc1cc(C(=O)OCCn2c(=O)c3c(ncn3CCN(C)C)n(C)c2=O)cc(OC)c1OC,-8,-9,-3,0.4,1,-4,9,0.99
O=C(CSc1nnc(C2COc3ccccc3O2)o1)NC1CCCCC1 (configuration not stated),12,-9,1,-2.7,1,-5,7,0.95
COc1ccc(S(=O)(=O)N2CCCCCC2)cc1C(=O)Nc1ccc(C)cn1,-3,-9,2,-1.0,0,-6,-57,1.1
CCC(CO)Nc1ncnc2onc(-c3ccc(F)cc3)c12 (configuration not stated),1,-17,2,-1.1,1,4,24,1.1

# Look-ups from the entries so far.
# Cc1cccc(C(=O)NCC(=O)Nc2ccc(S(=O)(=O)Nc3nc(C)cc(C)n3)cc2)c1 | SENP1 inh: 0
# O=C(CSc1nnc(C2COc3ccccc3O2)o1)NC1CCCCC1 (configuration not stated) | SENP6 inh: -9
# COC(=O)C(O)(CC(=O)Nc1ccc(Cl)cc1F)C(F)(F)F (configuration not stated) | PfGluPho inh: -7
# C=C(C)COc1ccc(-c2n[nH]c(C)c2-c2ccc(OC)c(OC)c2)c(O)c1 | SENP8 inh: -102

# More entries follow.
SMILES,PfGluPho inh,SENP6 inh,NR3A LBD binder,MPTP block,SENP1 inh,ATG4B inhibitor,SENP8 inh,hIAP activ
COc1ccc(CCNC(=O)CSc2nc3ncccc3[nH]2)c(OC)c1,14,-2,0,-2.4,-3,-8,9,1.2
CCOC(=O)c1c(C)[nH]c(C(=O)N/N=C/c2ccc(Br)cc2)c1C,-8,-18,5,99*,-1,-15,1,1
COc1ccccc1CNS(=O)(=O)c1ccc(-n2cccn2)cc1,-3,-9,-3,0.2,1,-4,-2,0.77
Cn1c(Nc2ccccc2)nc2ccccc21,11,-15,12*,1.4,-1,-8,21,1.1
O=C(NC1CCCCC1)c1cc([N+](=O)[O-])ccc1N1CCCCC1,7,-16,-2,-0.2,-2,-9,13,1
COc1ccc(Cn2cc([N+](=O)[O-])nc2C)cc1[N+](=O)[O-],-13,-25,2,0.1,1,-5,4,0.82
COc1ccc(C(=O)NCCCN2CCOCC2)cc1OC,-6,2,-1,0.6,1,-9,6,1
Cc1cc(C)cc(NC(=O)CN2CCCN(S(=O)(=O)c3ccc(Br)s3)CC2)c1,3,-18,-4,-0.5,-1,-2,13,0.99
COc1cccc(N=Cc2c(O)n(-c3cccc(C)n3)c(=O)c3ccccc23)c1,27,-9,-1,-2.2,-95,-9,5,0.76
CCOc1ccc(S(=O)(=O)N2CCN(C(=O)Cc3n[nH]c(=O)c4ccccc34)CC2)cc1,-3,-5,-1,0.4,2,0,2,0.92
O=C(Nc1nnc(C2CC2)s1)c1cccc(S(=O)(=O)N2CCc3ccccc32)c1,-10,-14,-3,-0.3,-2,-9,-27,0.82
CC(C)C[C@H](NC(=O)C1CCC(CNC(=O)[C@@H]2CCCN2C(=O)OC(C)(C)C)CC1)C(=O)O (some centres not stated),-15,1,-2,-1.3,-1,5,16,0.89
c1cnc(NC2C3CC4CC(C3)CC2C4)nc1 (configuration not stated),4,-9,-7,-2.4,1,-6,-5,1.1
CCOc1ccc(N2CC(NC(=O)c3cccc4ccccc34)CC2=O)cc1 (configuration not stated),12,-3,0,-0.6,2,-5,6,1.1
COC(=O)c1[nH]c2cc(OC)ccc2c1NC(=O)c1nonc1C,2,2,-1,1.8,2,-9,27,0.9
Oc1c(C=NCc2ccccc2)sc2ccccc12,-1,6,1,-0.3,-160,19,-29,1.1
O=S1(=O)CC2SC(=S)N(Cc3ccccc3)C2C1 (configuration not stated),3,7,2,1.7,4,3,25,0.94
COC(=O)c1ccc(CSc2nnc3ccccn23)o1,16,1,1,-0.4,-1,8,0,0.84
O=C(OCc1cc2ccccc2[nH]c1=O)C1CCCO1 (configuration not stated),-2,-12,0,-1.3,-5,11,-36,0.89
CCO[C@H]1OC(C(=O)NCc2ccccc2)=C[C@@H](C2CC2)[C@@H]1CCCO,14,-9,0,-0.4,-2,-1,10,0.92

# Screening data deposited in PubChem by Sanford-Burnham Center for Chemical Genomics.
